High-throughput results from PubChem BioAssay.
Pf apPOL block – Pf-apPOL inhibitors, biochemical, fluorescence; AID 1794808, 2022; Recombinant Pf-apPOL, molecular beacon fluorescence, 1.5 h; 210,000 tested, 0.25% active; inhibition, % at 10 µM; Plasmodium falciparum apicoplast DNA polymerase (apPOL)
mHTT CaM bind – mutant huntingtin-calmodulin interaction inhibitors – biochemical, AlphaScreen, primary screen | P42858 | AlphaScreen His-mHTT/GST-CaM binding, luminescence | inhibition, % at 15 µM | 190,000 tested, 3.6% active | AID 1671202, 2021;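 also: 0% = both proteins with DMSO and 100% = one protein alone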
Target sequence (P42858 whole entry, looked up, stated change not applied): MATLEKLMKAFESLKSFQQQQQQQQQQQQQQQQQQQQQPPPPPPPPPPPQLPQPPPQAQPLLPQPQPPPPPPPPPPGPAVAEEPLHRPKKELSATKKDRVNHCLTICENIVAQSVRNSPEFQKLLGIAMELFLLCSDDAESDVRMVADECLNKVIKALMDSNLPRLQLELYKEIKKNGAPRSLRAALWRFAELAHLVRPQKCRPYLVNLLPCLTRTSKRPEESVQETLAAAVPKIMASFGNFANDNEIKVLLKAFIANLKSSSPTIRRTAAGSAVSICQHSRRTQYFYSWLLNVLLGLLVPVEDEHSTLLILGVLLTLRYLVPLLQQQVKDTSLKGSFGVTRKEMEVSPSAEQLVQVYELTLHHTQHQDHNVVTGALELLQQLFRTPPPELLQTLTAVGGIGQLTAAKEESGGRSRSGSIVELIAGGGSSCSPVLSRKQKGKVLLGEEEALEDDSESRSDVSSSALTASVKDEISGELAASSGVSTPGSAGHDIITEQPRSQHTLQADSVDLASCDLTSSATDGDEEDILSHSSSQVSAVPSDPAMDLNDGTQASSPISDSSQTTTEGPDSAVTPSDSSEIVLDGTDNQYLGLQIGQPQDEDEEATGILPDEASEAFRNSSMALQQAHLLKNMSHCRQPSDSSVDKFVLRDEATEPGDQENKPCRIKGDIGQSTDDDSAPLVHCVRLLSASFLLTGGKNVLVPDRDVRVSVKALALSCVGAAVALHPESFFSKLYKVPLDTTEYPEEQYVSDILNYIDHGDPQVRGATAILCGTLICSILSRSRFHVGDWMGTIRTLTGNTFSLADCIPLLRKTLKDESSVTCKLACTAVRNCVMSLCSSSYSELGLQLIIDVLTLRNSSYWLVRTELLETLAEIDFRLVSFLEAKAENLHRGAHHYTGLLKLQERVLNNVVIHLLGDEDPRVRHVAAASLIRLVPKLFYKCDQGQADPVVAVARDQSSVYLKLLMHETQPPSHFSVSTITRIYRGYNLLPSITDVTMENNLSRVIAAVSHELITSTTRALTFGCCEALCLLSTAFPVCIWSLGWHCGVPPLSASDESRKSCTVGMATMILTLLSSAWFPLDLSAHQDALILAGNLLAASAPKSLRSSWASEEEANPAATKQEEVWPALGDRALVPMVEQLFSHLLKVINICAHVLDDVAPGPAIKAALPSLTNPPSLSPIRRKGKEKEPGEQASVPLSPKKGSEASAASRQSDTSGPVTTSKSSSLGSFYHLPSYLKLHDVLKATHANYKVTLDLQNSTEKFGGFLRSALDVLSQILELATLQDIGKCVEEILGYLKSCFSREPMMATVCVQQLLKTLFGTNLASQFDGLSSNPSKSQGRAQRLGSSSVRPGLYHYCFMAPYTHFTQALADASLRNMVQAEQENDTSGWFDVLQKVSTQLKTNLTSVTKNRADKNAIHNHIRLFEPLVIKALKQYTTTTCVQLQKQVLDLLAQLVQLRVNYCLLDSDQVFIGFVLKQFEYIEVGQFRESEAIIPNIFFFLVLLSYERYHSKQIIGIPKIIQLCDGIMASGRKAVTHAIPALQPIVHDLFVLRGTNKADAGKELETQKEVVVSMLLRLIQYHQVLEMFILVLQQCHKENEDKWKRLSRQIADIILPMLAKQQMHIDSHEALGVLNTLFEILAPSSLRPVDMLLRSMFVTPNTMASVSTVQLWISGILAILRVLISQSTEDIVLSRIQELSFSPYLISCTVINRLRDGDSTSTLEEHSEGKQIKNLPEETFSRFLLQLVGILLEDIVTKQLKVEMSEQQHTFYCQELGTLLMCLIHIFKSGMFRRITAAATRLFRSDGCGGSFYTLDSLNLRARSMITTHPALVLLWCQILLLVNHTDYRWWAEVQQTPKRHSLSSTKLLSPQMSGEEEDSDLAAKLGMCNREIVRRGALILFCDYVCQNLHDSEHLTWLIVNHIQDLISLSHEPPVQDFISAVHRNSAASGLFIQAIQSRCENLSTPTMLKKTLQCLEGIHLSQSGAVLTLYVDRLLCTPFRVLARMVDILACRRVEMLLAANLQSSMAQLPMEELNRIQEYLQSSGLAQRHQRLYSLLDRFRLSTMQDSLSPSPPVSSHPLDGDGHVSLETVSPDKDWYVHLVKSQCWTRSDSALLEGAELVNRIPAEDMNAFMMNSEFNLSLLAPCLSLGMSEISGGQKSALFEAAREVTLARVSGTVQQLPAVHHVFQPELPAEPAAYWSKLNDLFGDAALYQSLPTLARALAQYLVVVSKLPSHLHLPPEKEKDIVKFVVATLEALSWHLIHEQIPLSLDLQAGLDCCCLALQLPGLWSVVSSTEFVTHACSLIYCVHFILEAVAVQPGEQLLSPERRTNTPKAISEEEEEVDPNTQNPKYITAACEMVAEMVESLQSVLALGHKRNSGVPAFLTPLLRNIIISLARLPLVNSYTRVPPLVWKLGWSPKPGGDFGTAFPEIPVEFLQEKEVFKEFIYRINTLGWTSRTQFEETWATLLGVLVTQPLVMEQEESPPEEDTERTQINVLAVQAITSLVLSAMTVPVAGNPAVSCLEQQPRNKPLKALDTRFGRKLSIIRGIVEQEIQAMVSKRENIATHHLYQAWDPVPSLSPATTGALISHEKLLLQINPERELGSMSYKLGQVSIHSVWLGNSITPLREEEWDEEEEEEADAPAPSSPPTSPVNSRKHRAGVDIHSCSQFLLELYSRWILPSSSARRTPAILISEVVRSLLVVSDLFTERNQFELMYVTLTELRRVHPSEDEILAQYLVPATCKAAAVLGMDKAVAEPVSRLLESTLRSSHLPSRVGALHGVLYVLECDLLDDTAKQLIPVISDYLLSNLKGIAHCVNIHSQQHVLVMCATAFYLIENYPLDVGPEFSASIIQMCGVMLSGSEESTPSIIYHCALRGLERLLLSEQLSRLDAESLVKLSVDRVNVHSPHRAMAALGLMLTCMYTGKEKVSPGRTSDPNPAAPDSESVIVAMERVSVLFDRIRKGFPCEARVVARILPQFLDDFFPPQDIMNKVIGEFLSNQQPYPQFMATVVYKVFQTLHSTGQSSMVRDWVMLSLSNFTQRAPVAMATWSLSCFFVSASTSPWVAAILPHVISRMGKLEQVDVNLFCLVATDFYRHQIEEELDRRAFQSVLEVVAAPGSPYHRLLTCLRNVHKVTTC
Numbers without * were called inactive; · = not tested or not shown. Rule as the data show it: active = inhibition above about 50%; inactive = the rest. These rows are one share of the data; the hit share may differ from the screen's.

SMILES	Pf apPOL block	mHTT CaM bind
Cc1cc(=O)n(CC(O)c2ccccc2Cl)c(N2CCCC2)n1 (centres undefined)	3	8
CC(Nc1cc(N2CCNCC2)ccc1[N+](=O)[O-])c1ccccc1 (centres undefined)	-5	4
CC(=O)N1CCC2(CC1)N=C(c1cc(Cl)ccc1O)CC(c1ccc(F)cc1)N2 (centres undefined)	-3	100*
COc1cccc(-c2nc3cc(NC(=O)Cc4ccccc4)ccc3o2)c1	-3	4
O=C(CCn1c(=O)c2sccc2n(Cc2ccccc2F)c1=O)NCc1ccccc1	1	-3
CC1CCN(S(=O)(=O)c2ccc(NC(=O)C(F)(F)F)cc2)CC1	0	-7
CCCn1c(=O)c(-c2ccc(C(=O)N3CCCN(C)CC3)cc2)nc2ccccc21	-3	25
COc1ccc(C2=N/C(=C\c3cccc(Cl)c3Cl)C(=O)O2)cc1[N+](=O)[O-]	0	3
O=C(Nc1ccccc1)c1ccccc1Sc1ccc([N+](=O)[O-])cc1	0	3
C=CCN(c1ccccc1)S(=O)(=O)c1ccc2[nH]cc(C(=O)NCC3CCCO3)c(=O)c2c1 (centres undefined)	-7	9
COc1cc(C2C(C#N)=C(N)Oc3n[nH]c(-c4ccc(Br)cc4)c32)cc(OC)c1O (centres undefined)	-8	87*
O=C(CCc1ccccc1)N1CCCCC1CCN1CCOCC1 (centres undefined)	0	1
CNC(=O)c1cc(C)n(-c2ccc(O)cc2)c1C	0	12
CC1CCCN(c2nc(-c3ccc([N+](=O)[O-])cc3)nc3ccccc23)C1 (centres undefined)	0	60*
CCN(CC)c1ccc(/C=C2\N=C(c3cc(OC)c(OC)c(OC)c3)OC2=O)cc1	-1	-8
CCCCOc1ccc(C(=O)N2CCOC(c3ccccc3)C2)cc1 (centres undefined)	-3	-15
O=C(CCC(=O)N1CC2CCCN2c2ccccc21)NCCCN1CCCC1 (centres undefined)	-2	71*
Cc1cc(C)c(S(=O)(=O)N2CCN(C(=O)c3cccc([N+](=O)[O-])c3)CC2)c(C)c1	-5	7
CCCNC(=O)C1(c2ccc(NC(=O)C(C)C)cc2)CCCCC1	-6	-7
O=C(Nc1nnc(N=Cc2cccs2)s1)c1ccc(S(=O)(=O)N2CCCCC2)cc1	-5	3
COC(=O)CC1=CC(SCC(=O)NC2CCc3ccccc32)=Nc2ccccc2N1 (centres undefined)	1	13
COCC(=O)Nc1ccc(S(=O)(=O)N2CCOCC2)cc1	-5	-3
CC(C)C(NC(=O)c1nn(-c2ccc(F)cc2)c2ncccc12)C(C)C	-6	-8
COc1ccc(Cn2cc(S(=O)(=O)N3CCCCCC3)ccc2=O)cc1	-2	2
Cc1c(C(=O)NCCc2ccc(Cl)cc2)oc2ccc(S(=O)(=O)N3CCCC3)cc12	-3	-5
CC(=O)N1CCN(C(=O)c2c(C(C)C)nn(-c3ccc(C)cc3)c2C(C)C)CC1	-1	11
COc1ccc(NC(=O)c2ccc(-c3cncnc3)nc2)cc1Cl	-7	7
CC1CCc2c(sc(NC(=O)c3cnn4c3NC(c3ccco3)CC4C(F)(F)F)c2C#N)C1 (centres undefined)	-4	0
CCn1c(=O)c(N2CCN(C(=O)c3cccc(F)c3)CC2)nc2ccccc21	4	3
COc1ccc(Br)c(C(=O)NCC2(c3ccc(F)cc3)CCOCC2)c1	-4	-18
Fc1ccc(-c2noc(-c3ncn4c3COC(c3ccccc3Cl)C4)n2)cc1 (centres undefined)	-4	19
Cn1c2ccccc2n2nc3nc[nH]c(=O)c3c12	·	15
COc1ccc(-c2noc(C(C)(C)Oc3ccc(Cl)cc3)n2)cc1OC	1	8
CCOCN(C(=O)CSc1nc2ccccc2[nH]1)c1c(C)cccc1CC	-3	15
Cc1ccc(CN2CC34C=CC(C)(O3)C(C(=O)O)C4C2=O)cc1 (centres undefined)	-9	-11
CCCCOC(=O)NC(NN1CCN(C)CC1)(C(F)(F)F)C(F)(F)F	-28	·
CC(=O)OCc1cc(C=NN(C(C)=O)c2ccccc2)nn1-c1ccccc1	0	·
CCCNc1cc(N2CCCC(CCC(=O)NCc3ccco3)C2)ncn1 (centres undefined)	-11	19
Cc1ccc(-n2nc3c(c2NC(=O)c2cc(Cl)ccc2Cl)CS(=O)(=O)C3)c(C)c1	-9	1
C=CCn1c(=O)c2c(ncn2Cc2ccc(F)cc2F)n(-c2ccccc2C)c1=O	-2	14
COc1ccc(Cl)cc1N1C(=O)CSC1c1ccccc1[N+](=O)[O-] (centres undefined)	-2	11
Cc1cccc(C2CCC(C(=O)NCc3ccccn3)CN2C(=O)NC(C)C)c1 (centres undefined)	-9	6
CCOc1ccccc1NC(=O)c1ccc(F)c(S(=O)(=O)N2CCC3(CC2)OCCO3)c1	-5	2
O=C(Nc1ccc(-c2nc3ncccc3o2)cc1)c1cccnc1Cl	7	15
Cc1ccc(NC(=O)CN(C)S(=O)(=O)c2ccc(Br)s2)cc1F	-6	-6
O=[N+]([O-])c1cccc2c1NC(c1ccccc1Br)C1CC=CC21 (centres undefined)	-1	63*
O=C(CCNc1ccc(F)c(Cl)c1)c1ccccc1	12	-7
Nc1ncnc(NCc2ccc3c(c2)OCO3)c1[N+](=O)[O-]	-7	-2
CCOC(=O)c1ccc(-c2c(-c3ccccc3OC)sc3ccccc23)cc1F	-5	-29
CCc1[nH]nc2c1C1(C(C#N)=C(N)O2)c2ccccc2-c2ccccc21	-4	22
CNc1cc(-c2ccccc2)[nH]n1	0	-3
CC(C)C[C@@H](CO)N(Cc1ccccc1)S(=O)(=O)N(Cc1ccccc1)[C@H](CO)CC(C)C	-2	93*
CCOc1ccccc1CN1CCCC1c1c(C)noc1C (centres undefined)	-6	-10
CCOC(=O)c1nn(-c2ccc(C)cc2)c2nc3ccccc3n12	3	·
Cc1ccc(C)c(NC(=O)Cn2ccc3ccn(C)c3c2=O)c1	-1	-5
COc1ccccc1C(=O)Nc1cccc(NC(=O)c2ccccc2OC)n1	0	0
CN(Cc1ccccc1)C(=O)CN(C)S(=O)(=O)c1ccc2[nH]c3c(c2c1)CCCC3	-4	13
CC(C)(C)SCCNc1nc(Oc2ccc(F)cc2)nc(Oc2ccc(F)cc2)n1	-2	·
COc1cc(CN2CCN(Cc3cc(OC)c(OC)c(OC)c3)CC2)cc(OC)c1	-2	-5
Cc1ccc(N2CC(C(=O)NCCN(C)C)CC2=O)cc1Cl (centres undefined)	-7	4

Continued:
SMILES	Pf apPOL block	mHTT CaM bind
CCCCN(CCCC)S(=O)(=O)c1cc(Br)cc2c1N(C(C)=O)CC2	-2	10
O=C(c1ccc(Cl)cc1Cl)n1nnc2ccccc21	1	-1
O=[N+]([O-])C(=C1NCCN1)C(SCCO)=C(Cl)Cl	8	1
O=C(NC1CCCCC1)C1c2ccccc2C(=O)N1C1CCCCC1 (centres undefined)	-4	9
COc1ccccc1/C=C/CN1CCN(c2ccccn2)CC1	-2	10
Cc1ccc(CC(=O)NC2CCN(c3ccc(F)cc3)C2=O)cc1 (centres undefined)	0	2
COc1ccc(C2CC(c3ccc(C)cc3)Nc3nc(N)nn32)cc1 (centres undefined)	-2	11
CCC(C)NC(=O)N1CCCN(C(C)=O)CC1 (centres undefined)	2	-2
N#C/C(=C\c1cccc(OCc2ccccc2Cl)c1)c1nn(CCO)c(N)c1C#N	-2	10
Cc1ccc(-c2nn(-c3ccccc3)cc2C=O)o1	0	8
O=C(NCC#CCN1CCCC1)c1ccccc1C(F)(F)F	1	-7
Cc1ccc(NC(=O)C(=O)NCCN2CCN(Cc3ccccc3)CC2)cc1	-2	-4
CC(=NNC(=S)NC1CCCCC1)c1sc(-c2cccs2)nc1C	2	·
Cc1ccc(-c2nc(C3CCN(S(=O)(=O)c4ccc(C)c(C)c4)CC3)no2)cc1	-6	-1
O=C(C1CCN(S(=O)(=O)c2ccccc2)CC1)N1CCN(Cc2ccccc2)CC1	8	5

Some of the entries above in another layout.
Every second line gives: Pf apPOL block | mHTT CaM bind
N#C/C(=C\c1cccc(OCc2ccccc2Cl)c1)c1nn(CCO)c(N)c1C#N
    -2 | 10
Cc1ccc(-c2nn(-c3ccccc3)cc2C=O)o1
    0 | 8
O=C(NCC#CCN1CCCC1)c1ccccc1C(F)(F)F
    1 | -7
Cc1ccc(NC(=O)C(=O)NCCN2CCN(Cc3ccccc3)CC2)cc1
    -2 | -4
CC(=NNC(=S)NC1CCCCC1)c1sc(-c2cccs2)nc1C
    2 | ·
Cc1ccc(-c2nc(C3CCN(S(=O)(=O)c4ccc(C)c(C)c4)CC3)no2)cc1
    -6 | -1

Back to the main list; the 2 compounds before the break are reprinted first.
SMILES	Pf apPOL block	mHTT CaM bind
Cc1ccc(-c2nc(C3CCN(S(=O)(=O)c4ccc(C)c(C)c4)CC3)no2)cc1	-6	-1
O=C(C1CCN(S(=O)(=O)c2ccccc2)CC1)N1CCN(Cc2ccccc2)CC1	8	5
Fc1ccc(Cc2nc3ccccc3nc2SCc2cccnc2)cc1	-5	-6
COCCNC(=O)c1ccc(N(Cc2ccc(C)cc2)S(C)(=O)=O)cc1	-1	1
Cc1ccc2[nH]c3c(c2c1)CCCC3=O	-6	2
Cc1ccc(C(=O)N2CCc3sc(C(=O)NCCCN4CCCC4=O)cc3C2)cc1	-7	1
CC(=O)Nc1ccc(NC(=O)C(=O)c2c(O)[nH]c3ccccc23)cc1	-4	-5
O=C(Cn1c(=O)n(-c2ccc(F)cc2)c2ncccc21)N1CCCCC1	2	0
CCN1CCCc2cc(C(=O)NCc3cccs3)sc21	-3	-2
Cc1ccccc1NC(=O)C1CCCN(c2nnc3cccc(C)n23)C1 (centres undefined)	-10	10
Cc1c(C(=O)Nc2c(C)n(C)n(-c3ccccc3)c2=O)oc2ccccc12	-2	4
CC(=O)Nc1cc(NC(C)=O)c(C)c(C(=O)O)c1	-5	1
c1cc(-c2noc(C3CC3)n2)cc(N2CCCC2)n1	0	-17
COc1ccc(S(=O)(=O)N2CCc3nc[nH]c3C2)cc1OC	-6	1
Cc1c(CC(Cl)(Cl)Cl)c2c(n1-c1cccnc1)CCCC2=O	-11	-5
Cc1ccc(CC(=O)Nc2cccn3nc(C(C)C)nc23)cc1	-2	-6
Cn1ccnc1S(=O)(=O)C(C#N)=Cc1ccc2c(c1)OCO2	1	·

Whole records from above. Order of values: Pf apPOL block | mHTT CaM bind
Entry for `CC(=O)Nc1cc(NC(C)=O)c(C)c(C(=O)O)c1` : -5 | 1
Entry for `Cc1ccc(C(=O)N2CCc3sc(C(=O)NCCCN4CCCC4=O)cc3C2)cc1` : -7 | 1
Entry for `Cn1ccnc1S(=O)(=O)C(C#N)=Cc1ccc2c(c1)OCO2` : 1 | ·
Entry for `O=C(Cn1c(=O)n(-c2ccc(F)cc2)c2ncccc21)N1CCCCC1` : 2 | 0

Another view of three compounds above:
structure,Pf apPOL block,mHTT CaM bind
O=C(Cn1c(=O)n(-c2ccc(F)cc2)c2ncccc21)N1CCCCC1,2,0
CCN1CCCc2cc(C(=O)NCc3cccs3)sc21,-3,-2
Cc1ccccc1NC(=O)C1CCCN(c2nnc3cccc(C)n23)C1 (centres undefined),-10,10

Carrying on:
SMILES	Pf apPOL block	mHTT CaM bind
COc1ccc(CC(=O)N2CCCCC2CCN2CCCCCC2)cc1 (centres undefined)	-11	0
Cc1ccc(Nc2nc(Cl)nc(NCCN3CCOCC3)n2)cc1	5	5
Cn1cccc1CN1CCN(Cc2ccco2)CC1	0	16
O=C(c1cc2c(=O)n(Cc3ccccc3)ccc2s1)N1CCCCCC1	-6	36
O=C(C1CCCC1)N1CCCC1c1nc(-c2ccc(F)cc2F)no1 (centres undefined)	-1	-6
